Bioassay records deposited in PubChem by The Scripps Research Institute Molecular Screening Center.
M1 antag = human CHRM1 antagonism; CHO-K1 hM1, Fluo-8 calcium fluorescence, ACh EC80 antagonist; AID 588852; 360,000 tested, 1.3% active; P11229; inhibition, % at 3 µM;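 active = percent inhibition above its own plate's cutoff, namely the mean of that plate's compound wells plus 3 SD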;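 note: peak over basal fluorescence ratio during 140 s after agonist addition; 0% = ACh EC80 plus DMSO and 100% = DMSO alone without agonist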
TAAR1 ag = agonists of human TAAR1. 360,000 tested, 0.99% active. CHO RD-HGA16 TAAR1, Fluo-8 calcium fluorescence; vehicle wells 0%, saturating PEA agonist 100%. activation, % at 3 µM. Q96RJ0;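 active = activation above the mean activation of all test compounds in the run plus 3 SD, cut at about 38% in these data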
Target sequence (Q96RJ0 whole entry, looked up): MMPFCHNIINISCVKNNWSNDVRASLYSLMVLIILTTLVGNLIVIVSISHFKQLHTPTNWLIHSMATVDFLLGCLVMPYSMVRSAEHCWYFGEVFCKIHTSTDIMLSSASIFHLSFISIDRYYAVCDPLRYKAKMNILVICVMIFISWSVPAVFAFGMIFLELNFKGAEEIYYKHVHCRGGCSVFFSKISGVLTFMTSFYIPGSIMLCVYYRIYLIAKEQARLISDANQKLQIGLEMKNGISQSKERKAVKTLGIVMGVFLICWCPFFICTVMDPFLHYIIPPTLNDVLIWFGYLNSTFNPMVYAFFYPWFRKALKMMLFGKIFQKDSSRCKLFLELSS
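Repeats: no replicates (n 1) | Material: CHO-derived RD-HGA16 cells with stable Gα16 and human TAAR1 | Technique: Kinetic Fluo-8 calcium fluorescence | Schedule: 17-24 h seeding, 75 min 37 °C dye, 30 min RT | Evaluation: % activation from peak over basal fluorescence ratio, DMSO-to-PEA scaled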
OXTR potentiate = human OXTR potentiation | CHO-OTR cells, Fluo-8 calcium fluorescence, potentiator mode; 0% = oxytocin EC15, 100% = EC100 | 320,000 tested, 0.061% active | AID 2445 | activation, % at 3 µM;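 active = activation above that plate's cutoff, the mean activation of tested compounds plus 3 SD, cut at about 6.6% in these data, passing the limit was not always enough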;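 note: 100% uses oxytocin at 75 nM as the full agonist control; some results filed as inactive read as strong as hits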
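Material: CHO-OTR cells, human receptor; compound dosing: single dose, 3.0 µM nominal final compound concentration; schedule: 6 min compound pre-incubation at room temperature, 100 s kinetic read; measured by: kinetic Fluo-8 calcium fluorescence; read-out basis: % activation vs EC15 and EC100 oxytocin; controls: EC15 oxytocin alone as 0%, 75 nM oxytocin as 100%; replicates: singlicate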
TAAR1 antag = human TAAR1 antagonism | CHO RD-HGA16 TAAR1, Fluo-8 calcium fluorescence, antagonist | 360,000 tested, 1.5% active | AID 624466 | inhibition, % at 3 µM;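 active = inhibition above a per-plate cutoff, the mean inhibition of test compounds on that plate plus 3 SD, cut at about 49% in these data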;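 note: 0% = DMSO plus EC80 beta-PEA response and 100% = DMSO alone without agonist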
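System: RD-HGA16 CHO cells with stable hTAAR1 and Gα16 | Probe or stimulus: EC80 β-phenethylamine stimulus | Dosing: 3 µM, single point | Times: Dye loading 75 min at 37 °C, then 30 min room temperature | Measured by: Fluo-8 calcium-sensitive fluorescence | Read-out basis: % inhibition of agonist calcium response | Replicates: n of 1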
CHRM1 agonist = human M1 muscarinic receptor agonism; P11229; CHO-K1 hM1, Fluo-8 calcium fluorescence, agonist mode; 0% DMSO, 100% acetylcholine EC100; activation, % at 3 µM; 360,000 tested, 0.33% active; AID 588814;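 active = activation above the run's mean compound activation plus 3 SD, cut at about 16% in these data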;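 note: peak over basal fluorescence ratio within a 140 s kinetic read after compound addition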
CHO parental Ca = signal in parental CHO cells, OX1R antagonist counter-screen | parental CHO-K1, ATP-induced calcium, Fluo-8 fluorescence | 330,000 tested, 0.63% active | inhibition, % at 5.6 µM;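 active = inhibition above that plate's mean sample inhibition plus 3 SD, cut at about 26% in these data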;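 note: 0% = ATP-challenged DMSO wells and 100% = DMSO wells without ATP; some compounds past the cut are filed as inactive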
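Test system: parental CHO cells; detection: calcium-sensitive Fluo-8 fluorescence; evaluation: percent inhibition of calcium signal; also added: ATP as calcium-mobilizing challenge; repeats: one well per compound; control set: ATP-challenged DMSO wells low, unchallenged DMSO wells high; compound: single nominal dose of 5.6 µM per compound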
V1R ag counter = counter-screen for oxytocin receptor agonists: human V1a receptor agonists. activation, % at 3 µM. P37288. CHO-V1R cells, Fluo-8 calcium fluorescence, agonist mode; 0% DMSO, 100% 3 nM vasopressin. 320,000 tested, 0.25% active;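 active = activation above the mean activation of all tested compounds plus 3 SD, per screening run, cut at about 20% in these data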;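 note: signal is peak over basal fluorescence ratio across a 100 second FLIPR read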
Target sequence (P37288 whole entry, looked up): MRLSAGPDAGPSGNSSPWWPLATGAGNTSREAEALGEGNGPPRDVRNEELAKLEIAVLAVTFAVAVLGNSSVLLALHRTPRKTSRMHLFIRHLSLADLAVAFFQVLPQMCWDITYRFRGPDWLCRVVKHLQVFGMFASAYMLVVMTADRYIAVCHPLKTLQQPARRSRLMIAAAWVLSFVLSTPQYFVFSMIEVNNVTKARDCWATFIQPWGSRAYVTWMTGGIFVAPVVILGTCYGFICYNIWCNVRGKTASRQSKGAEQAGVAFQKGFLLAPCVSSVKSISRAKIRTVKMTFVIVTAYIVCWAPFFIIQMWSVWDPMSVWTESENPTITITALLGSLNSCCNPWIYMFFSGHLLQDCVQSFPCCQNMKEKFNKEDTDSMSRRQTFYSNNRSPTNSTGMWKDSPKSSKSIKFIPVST
OXTR ag = agonists of human oxytocin receptor; P30559; CHO-OTR cells, Fluo-8 calcium fluorescence; normalized: DMSO 0%, oxytocin 100%; activation, % at 3 µM; 320,000 tested, 0.32% active;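 active = activation above the mean of all tested compounds plus 3 SD, cutoff set per screening run, cut at about 20% in these data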;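 note: peak over basal fluorescence ratio from a 100 s FLIPR kinetic read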
CHRM1 PAM = human CHRM1 positive allosteric modulation | P11229 | CHO-K1 hM1, Fluo-8 calcium fluorescence, ACh EC20; 0% = ACh EC20, 100% = maximal ACh | activation, % at 3 µM | 360,000 tested, 0.088% active | AID 588819; in the data active = activation above about 19%, passing the limit was not always enough
* marks the source's active call; other numbers are inactive results; / = not tested or not shown.

Screens in order: M1 antag	TAAR1 ag	OXTR potentiate	TAAR1 antag	CHRM1 agonist	CHO parental Ca	V1R ag counter	OXTR ag	CHRM1 PAM
> O=C1[C@H]2[C@@H](c3ccc(F)cc3)N3C(=O)N(c4cccc(F)c4)C(=O)[C@@]3(Cc3ccccc3)[C@H]2C(=O)N1C1CCCCC1
→ -4	4	1	-6	-4	-22	2.1	-0.8	5
> O=C1CCN(Cc2nc(-c3ccc(Cl)cc3)no2)CCN1
→ -5	2	-24	-7	-2	-13	2.0	0.6	9
> CCOC(=O)[C@H]1[C@H]2COc3ccccc3[C@@H]2N2C(=O)c3cc(OC)ccc3NC(=O)[C@@]12C
→ 18	3	-10	10	-9	-17	-0.6	-0.8	-23
> COc1ccc(C(C)=NNc2ccc([N+](=O)[O-])cc2S(=O)(=O)Nc2ccccc2C(=O)O)c(OC)c1
→ -11	-1	-9	-1	-3	-23	-0.9	-0.7	6
> O=C(COc1ccccc1C(=O)NCc1ccccn1)Nc1ccc(Br)cc1
→ 1	10	5	21	-2	-15	0.7	-0.3	4
> CCn1c(CNc2ccccc2Cl)nnc1SCC(=O)NCc1ccccc1
→ -1	9	2	0	-13	-19	1.3	1.0	-9
> CCOC(=O)c1c(NC(C)=O)sc2c1C1CCN2CC1
→ -22	1	-2	3	-2	-13	-0.2	-1.4	5
> CC1(C)CC(=O)C(=C2SCCCS2)C(=O)C1
→ -4	0	0	11	-9	5	0.1	1.1	0
> O=C(c1ccc(Br)o1)N1N=C(c2ccc(Cl)cc2)CC1c1ccco1 (stereo not drawn)
→ -7	0	-1	-13	-1	-25	1.0	-1.2	3
> Cc1cc(F)cc(-c2cc(C(=O)NCc3ccc(C(F)(F)F)cc3)[nH]n2)c1
→ 8	4	/	3	-3	/	/	/	-12
> Nc1ccc(S(=O)(=O)N2CCC(Cc3ccccc3)CC2)cc1
→ -6	-1	-11	4	-2	26	3.8	2.5	3
> Cc1ccccc1CNCc1ccc2c(c1)OCO2
→ -11	-1	/	-5	-8	/	/	/	13
> O=S1(=O)CC(O)C(Nc2ccccc2)C1 (stereo not drawn)
→ -6	0	-5	-7	-2	-6	0.3	0.6	7
> CC#CC(=O)N1CCC(CCC(=O)N(C)Cc2ccccc2)CC1
→ -32	-1	7	-18	-4	-5	0.5	0.2	17
> FC(F)(F)c1ccc(NC2=NCCC2)cc1
→ -5	5	-3	6	-16	-4	0.4	0.7	9
> O=C(CSc1nncc2ccccc12)Nc1cccc(O)c1
→ -5	9	-6	-2	-4	-11	2.6	3.7	3
> O=C(Cn1c(=O)oc2ccccc21)Nc1nc(-c2ccc(Br)cc2)cs1
→ 1	5	-8	2	-4	-4	3.2	3.5	-2
> O=C(O)c1cc(S(=O)(=O)N2CC3CC3C2C(=O)O)c(Cl)cc1Cl (stereo not drawn)
→ 24	0	-8	-7	-2	-10	0.2	-0.1	-6
> COc1cccc(C(=O)N2CCSC2=S)c1
→ -3	-1	-23	0	-1	-7	0.1	-0.1	2
> CCn1c(CSc2nc(C)cc(C)n2)nnc1SCC(=O)Nc1ccccc1
→ -1	-1	7	7	-4	-9	-0.3	-0.4	8
> CCSC(C)CC1C/C(=N/O)c2c(CC)noc2C1 (stereo not drawn)
→ -25	-2	2	12	-3	-12	-0.8	-1.3	14
> CCn1cc(CNC(=O)CCc2nnc(CCC3CCCCC3)o2)cn1
→ 3	3	-2	-21	-5	-3	0.2	-0.6	5
> O=C(CSc1nc2ccccc2[nH]1)Nc1ccc(F)cc1
→ -20	1	-3	23	1	4	2.3	1.8	14
> CCOCCCNC(=O)c1ccc2c(c1)OCO2
→ -2	2	-6	-10	-3	-12	0.8	0.4	4
> CCOC(=O)C1=C(CN2CCN(C(=O)c3ccco3)CC2)NC(=O)NC1c1ccc(C)cc1 (stereo not drawn)
→ -9	1	-5	-17	-3	-28	-0.7	-1.1	16
> COc1ccc(C)cc1NC(=O)NC(C)c1ccncc1 (stereo not drawn)
→ -6	4	-3	3	-7	-10	-1.6	-1.2	7
> O=C(CSc1nnc(-c2cccnc2)n1Cc1ccccc1)N1CCOCC1
→ 15	/	-5	/	-2	-7	-0.5	0.1	-8
> O=C(Cc1ccccc1)Nc1nnc(-c2cccc([N+](=O)[O-])c2)s1
→ -12	4	0	2	-2	-3	0.4	0.6	8
> CCOC(=O)CC(NC(=O)CCc1c(C)nc2nc(C)nn2c1C)c1ccc(OC(C)C)cc1 (stereo not drawn)
→ -3	3	-8	-11	-8	2	-0.6	-0.3	3
> COc1ccc(OCC(=O)N/N=C/c2ccc(OC)c(OC)c2C(=O)O)cc1
→ -12	1	1	-2	-2	6	1.8	1.4	8
> O=C(COC(=O)c1cccs1)Nc1cccc(S(=O)(=O)N2CCOCC2)c1
→ -3	4	2	-2	-2	-12	3.3	4.3	2
> Cc1ccc(-n2nc(C)c3c(C)c(CCC(=O)NCCCOC(C)C)c(C)nc32)cc1
→ -12	-2	/	-2	-2	/	/	/	12
> CCOc1ccc(C)cc1S(=O)(=O)Nc1ccc(Cl)cn1
→ -9	2	-1	17	-5	3	-0.1	-0.7	6
> Cc1sc(N)c(C(=O)c2ccccc2)c1C
→ -4	1	1	-6	-4	0	-0.7	-0.8	13
> CCOc1ccc(C(=O)NC2CCN(C(=S)Nc3ccccc3C)CC2)cc1
→ -6	0	-10	-8	-4	7	0.4	0.1	7
> COc1ccc(C2(CNC(=O)Cc3ccc(OC)c(OC)c3)CCOCC2)cc1
→ 4	6	-11	-9	-1	-13	-0.5	2.5	3
> O=C(Cc1ncc(C(F)(F)F)cc1Cl)NCc1cccnc1
→ -24	0	-5	-3	-3	-1	0.2	-0.3	17
> CCn1c(SCC(=O)Nc2ccc(NC(=O)c3cccs3)cc2)nnc1-c1cccnc1
→ -32	1	-2	-11	-3	-2	0.1	0.0	1
> CCOC(=O)c1nc(Nc2ccccc2C)c2ccccc2n1
→ -1	2	-4	18	1	-7	0.1	-1.9	6
> Cc1[nH]c2ccccc2c1/C=N\NC(=O)c1ccco1
→ -20	2	/	-17	1	/	/	/	24*
> CCOc1ccccc1-c1cc(C(=O)N/N=C(\C)c2cccnc2)c2ccccc2n1
→ -5	-1	5	-9	-3	-15	3.2	0.9	4
> Cc1ccc(/C(N)=N/OC(=O)CCCc2ccccc2)cc1
→ -17	0	-13	-25	-4	-17	0.0	-1.4	9
> COC(=O)C12OCC34C(CC5C(C)=C(O)C(=O)CC5(C)C3C(O)C1O)OC(=O)C(OC(=O)C=C(C)C)C24 (stereo not drawn)
→ -19	1	/	-26	2	/	/	/	7
> Cn1cc(CN2CCC(O)CC2)c(-c2ccc(Oc3ccccc3)cc2)n1
→ 9	6	-7	-23	-8	-9	1.6	1.2	-10
> CN(C)CCCSc1nc2ccccc2s1
→ 12	7	-6	-3	1	-9	0.6	-0.3	0
> CCN(C(=O)CC(C)C)c1nnc(Cn2nnc3ccccc32)s1
→ 3	8	-14	9	-3	-21	11	10	-3
> Cc1cc(Oc2ccc(=O)n(C)n2)nc(SCc2ccccc2)n1
→ 0	7	-11	13	-4	-1	-1.2	-0.6	4
> CC(=Nc1cccc(O)c1)c1sc2ccccc2c1O
→ -9	24	-8	-1	-2	3	9.5	12	6
> CCOC(=O)C1=C(COC(=O)CCNS(=O)(=O)c2ccc(C)c(C)c2)NC(=O)NC1C (stereo not drawn)
→ -6	1	-4	-33	-1	-24	-0.1	0.4	10
> CCCC(=O)N1CCC1(C)C(=O)Nc1cccc(OC(C)C)c1 (stereo not drawn)
→ -13	3	/	-18	-2	/	/	/	7
> CC(C)C(=O)NC(=S)Nc1ccccc1C(=O)NC1CCCCC1
→ -4	11	-4	6	-5	-9	-0.3	-1.3	0
> CCC1(C)NC(=O)N(CC(=O)Nc2sc3c(c2C(=O)OC)CCCCC3)C1=O (stereo not drawn)
→ -8	0	-10	-25	-7	-20	0.7	0.6	5
> O=C(NC(=S)Nc1ccc(N2CCOCC2)c(Cl)c1)C(c1ccccc1)c1ccccc1
→ -1	7	-3	0	-1	-20	1.1	0.0	6
> O=C(NCCC1=CCCCC1)C(=O)NCc1ccccc1Cl
→ -2	8	-3	12	-1	-5	1.0	0.0	7
> CC(C)(C)OC(=O)N[C@@H](Cc1ccccc1)C(=O)NCC1CCC(C(=O)O)CC1 (stereo partly drawn)
→ -14	3	2	-14	-3	-4	1.3	1.9	6
> CC1(C(=O)NS(=O)(=O)c2ccc(F)cc2F)CCN1C(=O)c1ccccc1 (stereo not drawn)
→ -16	2	/	-29	0	/	/	/	16
> COc1ccc(OCC(O)Cn2c(N3CCCCC3)nc3c2c(=O)n(C)c(=O)n3C)cc1 (stereo not drawn)
→ 14	9	-12	44	-7	-20	-0.9	-0.1	-8
